Screening results (PubChem BioAssay)
B2AR arrestin – qHTS assay of beta-arrestin-biased ligands of beta2-adrenergic receptor | 330,000 tested, 0.02% active | beta-arrestin recruitment to beta2AR, cell-based reporter | Potency, µM (highest dose often 46.1 µM), without a hit: top-dose activation, usual class: activators | AID 492947, 2010;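 note: potency is the fitted concentration of half-maximal effect; 0% = DMSO controls and full agonism = EC100 isoproterenol or metaproterenol; nearly all actives have a fitted effect of over 65% in size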
Target sequence (P07550 whole entry, looked up): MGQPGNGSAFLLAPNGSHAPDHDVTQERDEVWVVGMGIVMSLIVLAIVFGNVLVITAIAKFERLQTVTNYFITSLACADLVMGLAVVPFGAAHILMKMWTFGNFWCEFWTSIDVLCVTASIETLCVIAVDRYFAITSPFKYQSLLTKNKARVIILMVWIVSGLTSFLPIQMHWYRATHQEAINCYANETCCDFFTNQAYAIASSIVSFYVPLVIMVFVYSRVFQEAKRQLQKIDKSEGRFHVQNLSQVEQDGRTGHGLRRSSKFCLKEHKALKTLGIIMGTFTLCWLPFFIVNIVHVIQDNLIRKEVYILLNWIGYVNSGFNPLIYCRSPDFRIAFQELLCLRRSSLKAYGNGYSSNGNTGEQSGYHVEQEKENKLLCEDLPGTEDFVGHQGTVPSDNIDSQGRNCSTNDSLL
TRPV1 agonist – HTS Assay for Compounds that Act as Agonists of the Vanilloid Receptor 1; Transient receptor potential cation channel subfamily V member 1 (Homo sapiens), Q8NER1; TRPV1-expressing cells, Fluo-8 calcium influx, agonist mode; activation, % at 8.33 µM; 320,000 tested, 0.19% active; in the data active = activation above about 80%; inconclusive = between about 30% and that limit; note: 0% is about no effect
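Cells expressing TRPV1 were dye-loaded with Fluo-8 and read kinetically: 10 s baseline, 3 min after compound (agonist portion), then 2 min after EC20 capsaicin (allosteric enhancer portion). Calcium-bound dye fluorescence at 480/520 nm.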
TCR activator – Activators of T cell receptors: qHTS campaign; AID 504894, 2011; 330,000 tested, under 10 active; Potency, µM (series often up to 9.22 µM), without a hit: at the highest dose activation of IL-2 secretion, most hits filed as activators; primary human leukocytes, anti-CD3, IL-2 HTRF, 48 h; note: % of control where 0% means no effect
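48 hr co-incubation of compounds, a-CD3 beads and primary human leukocytes; IL-2 quantified homogeneously by HTRF with anti-IL-2 K and d2 conjugates.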
ELG1 DNA repair – qHTS screen for small molecules that inhibit ELG1-dependent DNA repair in human embryonic kidney (HEK293T) cells expressing luciferase-tagged ELG1 | 330,000 tested, 2.3% active | AID 504467, 2011 | Potency, µM (doses to about 46.1 µM), without a hit: at the highest dose activity change, negative = inhibition, actives largely listed as inhibitors | HEK293T ELG1-luciferase reporter, luminescence, 16 h; DNA damage induced by 5-fluorouridine; note: potency is the fitted concentration of half-maximal effect; % is set by controls: 0 for no effect and ±100 for the full control effect; nearly all actives have a fitted effect of over 55% in size
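Quantitative HTS, concentration-response format. 2,000 cells/well co-treated with 5-fluorouridine and compound, 16 hr in 5% CO2 at 37 °C; ONE-Glo luminescence read after 30 min.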
A-T KAP1 phos – qHTS Assay for Identifying a Potential Treatment of Ataxia-Telangiectasia. AID 485349, 2010. Potency, µM (titrated, usually from 57.5 µM), inactives show top-dose activation, usual class: activators. 320,000 tested, 0.19% active. […] A-T fibroblasts, KAP-1 phosphorylation AlphaLISA; neocarzinostatin DNA damage 30 min before lysis; note: potency is the fitted concentration of half-maximal effect; % of control where 0% means no effect; nearly all actives have a fitted effect of over 45% in size
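hTERT-immortalized A-T patient fibroblasts ([…]), 500 cells/well in OPTI-MEM, 1% FBS, got compounds for 60 min, then NCS for 30 min at 37C. Lysates were then assayed for phospho-KAP-1 by AlphaLISA (anti-pKAP1 donor, anti-KAP1 acceptor beads), 6 hr at 25C.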
PTAP TSG101 blk – qHTS Assay for Iinhibitors of HIV-1 Budding by Blocking the Interaction of PTAP/TSG101. Fluorescence polarization, FITC-PTAP peptide / Tsg101 binding. Potency, µM (series often up to 115 µM), for the others: at the highest dose activity change, negative = inhibition, actives largely listed as inhibitors. 340,000 tested, under 10 active. Tumor susceptibility gene 101 protein (Homo sapiens), Q99816; active = well fitted inhibition curve with a large enough effect in the main read-out, with a control signal flat, not every such curve was filed as active; inconclusive = small, poorly fitted or top-dose-only effect, or effect the other way, or a change in a side signal; inactive = no such curve, though single readings can be large or run the other way; note: potency is the fitted concentration of half-maximal effect; % of control where 0% means no effect
Target sequence (Q99816 whole entry, looked up): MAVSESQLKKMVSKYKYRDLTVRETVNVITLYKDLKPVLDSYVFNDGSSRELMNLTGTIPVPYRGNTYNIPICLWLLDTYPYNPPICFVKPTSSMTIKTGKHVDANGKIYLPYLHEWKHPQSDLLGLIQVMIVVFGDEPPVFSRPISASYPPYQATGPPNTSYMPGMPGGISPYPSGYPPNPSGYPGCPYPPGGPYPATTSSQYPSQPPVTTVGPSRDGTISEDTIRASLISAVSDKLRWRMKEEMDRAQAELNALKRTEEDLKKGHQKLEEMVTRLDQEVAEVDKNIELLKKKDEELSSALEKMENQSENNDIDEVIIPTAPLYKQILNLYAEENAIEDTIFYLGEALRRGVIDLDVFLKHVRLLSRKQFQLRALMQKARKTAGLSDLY
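Steps: Tsg101 binding domain dispensed (10 uM final), compounds pinned in DMSO, FITC-labeled PTAP-motif peptide added (50 nM final); after 20 min binding at room temperature, polarization measured.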
CXXC DNA block – qHTS Fluorescence Polarization Assay for Inhibitors of MLL CXXC domain - DNA interaction; Histone-lysine N-methyltransferase 2A (Homo sapiens), Q03164; MLL-CXXC / FITC-HOXA9 DNA fluorescence polarization; Potency, µM (titrated, usually from 115 µM), without a hit: at the highest dose activity change, negative = inhibition, most hits filed as inhibitors; 290,000 tested, 0.037% active; active = well fitted inhibition curve with a large enough effect in the polarisation, with a control signal flat, not every such curve was filed as active; inconclusive = small, poorly fitted or top-dose-only effect, or effect the other way, or a change in a side signal; inactive = no such curve, though single readings can be large or run the other way; the % refers to the polarisation; note: potency is the fitted concentration of half-maximal effect
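Purified MLL-CXXC (added from a 7 uM solution) was preincubated 5 min at ambient with pinned compounds in 50 mM Tris-HCl pH 7.5, 50 mM NaCl, 1 mM DTT, 0.05% BSA. Fluorescein-labeled HOX-A9 DNA (50 nM solution) followed, 30 min, then polarization read.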
BRCA1 expr up – qHTS Assay to Identify Small Molecule Activators of BRCA1 Expression; AID 624202, 2012; Potency, µM (top dose mostly 46.1 µM), without a hit: at the highest dose activation, actives largely listed as activators; MCF7-BRCA1-FFLuc reporter, luminescence, 48 h; response scale: scaled: vehicle 0%, 10 µM genistein 100%; 380,000 tested, 1.1% active; note: potency is the fitted concentration of half-maximal effect; nearly all actives have a fitted effect of over 80% in size; some results filed as inactive show a strong effect at the top dose
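Luminescence from a BRCA1-driven firefly luciferase in MCF7 cells was the read-out, taken 15 min after substrate addition following 48 h compound exposure at 37 °C. Data were normalized to a 10 microM genistein control and DMSO vehicle.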
p53 reactivator – qHTS assay for re-activators of p53 using a Luc reporter | H1299 p53-A138V BP100-luciferase reporter, luminescence, 24 h | Potency, µM (top dose mostly 92.2 µM), for the others: top-dose activity change, positive = activation, usual class: activators | 320,000 tested, 0.063% active | AID 504706, 2011; note: potency is the fitted concentration of half-maximal effect; % of control where 0% means no effect; nearly all actives have a fitted effect of over 45% in size
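H1299 (p53-null), stable ts p53-A138V + BP100-Luc; 1000 cells/well, Opti-MEM/10% FBS; cpd 4 pt, 1:5; 24 h, 37 deg C, 5% CO2; detection reagent 10 min RT; luminescence.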
Integrin act MD – qHTS for Activators of Integrin-Mediated Alleviation for Muscular Dystrophy; Potency, µM (highest dose often 38.3 µM), for the others: at the top dose activation, actives largely listed as activators; 350,000 tested, 0.064% active; alpha7betagal myoblasts, beta-gal FDG fluorescence, 48 h;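 note: potency is the fitted concentration of half-maximal effect; 100% = response of the positive control SU9516; nearly all actives have a fitted effect of over 60% in size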
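Alpha7betagal+/- myoblasts (passage 13) were plated 16-24 hr, then exposed to compounds (1:260 dilution of DMSO stock) for 48 hours at 37C. After MPER lysis, β-galactosidase reporter activity was read as FDG fluorescence (ex 480/em 540) after 30 minutes.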
Active calls of the source: *; ? = inconclusive; . = no result given; & = joins results of further samples; [ ] = remark or other dose. Unless noted, calls come from the whole dose curve; as a rule, active = well fitted curve in the direction sought with a large enough effect; inconclusive = small, poorly fitted or top-dose-only effect, or another doubt; inactive = no such curve, though single readings can be large; an effect the other way counts as inactive or inconclusive.

SMILES	B2AR arrestin	TRPV1 agonist	TCR activator	ELG1 DNA repair	A-T KAP1 phos	PTAP TSG101 blk	CXXC DNA block	BRCA1 expr up	p53 reactivator	Integrin act MD
CCC(C)NC(=O)c1ccccc1NC(=O)CN(c1ccc(OC)cc1)S(C)(=O)=O (stereo unspecified)	-0.6%	0.0	-2.2%	-9.7%	.	-6.0%	-0.8%	5.6%	-2.1%	11.2%
COc1cc(C(=O)Nc2ccc(C(C)=O)cc2)c(Br)c(OC)c1OC	0.0%	20.8	10.4%[46.1 µM]	?	3.5%	-0.8%	2.2%	81.6%	11.0%	0.0%
Cc1cc(C)c(NC(=O)NC(=O)C(Cl)(Cl)Cl)c(C)c1	-0.3%	4.3	7.2%	5.9%	-3.8%	-1.4%	5.6%	-0.3%	8.7%	33.9%
NC(=O)Cn1c(=O)n(-c2ccccc2)c(=O)c2oc3ccccc3c21	-0.1%	0.7	1.1%	-1.1%	-5.3%	0.2%	-6.8%	-1.6%	2.9%	0.6%
Cn1ccnc1SCCC#N	0.5%	5.8	-5.6%	1.9%	-7.0%	-6.3%	12.2%	-0.7%	-8.8%	13.7%
O=C(N/N=C/C(Br)=C\c1ccccc1)c1ccc2nc[nH]c2c1	?	0.5	0.9%[46.1 µM]	?	17.9%	-0.4%	-1.9%	-18.5%	1.7%	-31.6%
Cc1occc1C(=O)NNC(=O)CN1C(=O)NC(C)(c2ccccc2)C1=O (stereo unspecified)	0.0%	-1.3	-3.6%	1.2%	-1.7%	-3.1%	.	-0.6%	-1.9%	-0.2%
CCCN(C(=O)COC(=O)CNS(=O)(=O)c1ccc(NC(C)=O)cc1)C1CCS(=O)(=O)C1 (stereo unspecified)	.	.	-3.0%	.	.	1.0%	.	0.5%	.	16.8%
Cc1cc(=O)n2nc(N3CCC(C(=O)NCc4ccccc4Cl)CC3)sc2n1	-0.5%	1.8	2.8%	-7.3%	-0.2%	-6.1%	21.8%	0.7%&0.0%	10.0%	15.8%
O=C(NCc1ccccc1F)C(c1ccccc1)c1ccccc1	0.2%	13.9	6.3%	-10.1%	11.4%	0.6%	29.7%	0.6%	-1.2%	44.8%
Cc1ccccc1CN1C[C@@H]2C[C@@H](c3cn[nH]c3-c3ccccc3)N3CCC[C@@]23C1=O	10.9%	5.7	-1.6%	8.4%	-1.1%	-0.1%	-3.6%	-11.8%	-2.8%	-2.4%
O=[N+]([O-])c1cccc(-c2ccc3nnc(SCc4cccnc4)n3n2)c1	.	.	2.3%	.	.	-9.0%	.	0.0%	.	26.0%
CC1CCCC(C)N1C(=O)CSc1nnnn1C1CCCC1 (stereo unspecified)	0.0%	22.9	2.3%	?	16.1%	-3.0%	-0.3%	84.4%	19.6%	9.6%
COc1ccc(C(=O)CN2CCN(S(=O)(=O)c3cccc([N+](=O)[O-])c3)CC2)cc1	0.2%	-2.4	-2.7%[46.1 µM]	-2.1%	-4.3%	-2.1%	3.5%	-7.2%	3.1%	-10.2%
COc1ccc(C2=Nn3c(nnc3-c3ccccc3C(F)(F)F)SC2)cc1OC1CCOC1 (stereo unspecified)	-0.3%	.	0.9%	?	0.7%	-7.2%	.	-26.9%	5.9%	.
CCSc1nnc(NC(=O)/C=C/c2ccco2)s1	-1.0%	-2.2	-0.6%	?	-2.5%	-0.9%	16.1%	15.7%	17.8%	3.6%
CC1=CC(C)(C)NC(=S)N1c1cc(C)cc(C)c1	0.3%	-1.5	-5.1%	?	-3.8%	-0.7%	10.8%	0.0%	-3.0%	-40.7%
Cc1ccc(-c2c[n+](CC(=O)Nc3ccccc3C)c3n2CCC3)cc1	-0.8%	1.8	-2.3%	0.9%	-2.1%	-4.1%	-2.1%	-15.1%	-0.6%	3.0%
O=C(CNC(=O)c1ccco1)NC1CCCCCC1	-0.2%	-2.8	0.5%	?	-4.5%	-10.1%	.	77.4%	29.2%	?
Cc1ccc(S(=O)(=O)c2cc3c(=O)n4cccc(C)c4nc3n(CCc3ccccc3)c2=N)cc1C	.	.	0.2%	.	.	-7.1%	.	4.6%	.	-8.1%
CCC(C)n1nccc1NC(=O)C(C)Cl (stereo unspecified)	0.6%	-4.7	.	1.8%	5.7%	-0.1%	-0.1%	12.0%	1.6%	-11.4%
COc1ccc(C(=O)NC(=S)Nc2ccc(N3CCOCC3)c(Cl)c2)cc1[N+](=O)[O-]	-1.0%	-4.6	-3.4%[46.1 µM]	13µM*	6.1%	-1.1%	?	-54.2%	0.9%	-20.4%
C/C(=N/Nc1nc(C)cc(-c2ccccc2)n1)c1ccco1	0.2%	4.4	-10.6%	-25.7%	-0.1%	-1.1%	-4.9%	1.0%	25.8%	15.2%
O=C(OCc1ccc(F)cc1)c1ccc2c(c1)-c1ccccc1C2=O	-0.3%	9.0	-3.2%	?	3.9%	1.1%	1.5%	?	6.3%	-10.1%
Cc1onc(-c2ccccc2)c1C(=O)Nc1ncc([N+](=O)[O-])s1	-0.2%	4.4	4.3%	3.66µM*	-13.0%	-3.7%	-6.5%	-52.5%	-3.5%	-55.0%[inhibitor]
COc1ccc(C2=NOC(C)(c3nnc(-c4ccncc4)o3)C2)cc1 (stereo unspecified)	.	.	5.1%	.	.	0.8%	.	-0.2%	.	8.2%
Cc1cc(N2CCOCC2)ccc1/C=C1\NC(=O)N(CC(=O)Nc2ccccc2C)C1=O	-0.7%	0.3	5.6%	?	-3.0%	1.5%	19.3%	21.9%	10.6%	-2.2%
COc1ccc(/C=C(\NC(=O)c2cccs2)C(=O)Nc2ccccc2C)cc1OC	-1.5%	-0.9	-1.5%[46.1 µM]	?	-5.2%	0.1%	4.3%	2.0%	-7.4%	-12.9%
CCOc1ccc(/C(O)=C2/C(=O)C(=O)N(CCN(C)C)C2c2ccccc2)cc1Cl (stereo unspecified)	-0.2%	-0.7	-5.4%[46.1 µM]	12.7%	-1.5%	-2.1%	-1.4%	-9.2%	-7.6%	11.1%
Cc1ccc(F)cc1NC(=O)N1CCN(c2ccnc3cc(Cl)ccc23)CC1	0.1%	23.4	4.7%	?	-3.0%	-2.1%	1.6%	-24.4%	-10.4%	-42.4%
CC1CC(C)CN(C(=O)CNC(=O)c2ccc3ccccc3c2)C1 (stereo unspecified)	-0.8%	2.5	2.2%	-7.5%	-14.5%	0.0%	?	-14.3%	-21.3%	15.3%
N#CCNC(=O)c1cccn1-c1ncc(C(F)(F)F)cc1Cl	-0.6%	0.7	-3.2%	-19.4%	-1.5%	-0.2%	0.9%	-20.7%	-0.1%	8.8%
Cc1nn(-c2ccccc2)c(N2CCCC2)c1/C=N/NC(=S)Nc1ccccc1F	7.6%	-4.7	-6.9%[46.1 µM]	?	-3.5%	-0.5%	7.7%	25.6%	?	-0.1%
O=C(c1nnsc1S(=O)c1ccc(Cl)cc1)N1CCOCC1 (stereo unspecified)	0.0%	-0.3	5.6%	?	-5.0%	-2.3%	3.5%	-71.0%	-19.1%	-43.7%[inhibitor]
Cc1cccc(CN2CCN(C(=O)CCc3nnc(C4CCCCC4)o3)CC2)c1	0.0%	0.7	8.6%	3.0%	0.4%[11.5 µM]	-9.3%	-0.3%	-25.3%	0.3%	14.5%
O=C(NCCCN1CCOCC1)c1ccc(S(=O)(=O)Nc2ccccc2)cc1	0.2%	0.5	-0.2%	.	.	-1.6%	.	3.4%	.	-16.8%
O=C(NNC(=S)Nc1ccccc1)c1ccncc1	-0.9%	-2.9	-4.0%	?	-3.5%	-0.1%	0.1%	-13.5%	2.4%	-13.6%
CS(=O)(=O)c1ccc2nc(NC(=O)c3cc4ccccc4o3)sc2c1	-0.1%	17.4	-5.6%	?	0.5%	-4.5%	6.5%	?	18.0%	-5.2%
Cc1cc2cc(CNC(=S)Nc3ccc(OC(F)F)cc3)ccc2n1C	0.5%	-0.9	-4.2%	-22.2%	-3.8%	-3.6%	4.4%	-18.5%	5.6%	-3.1%
CC(=O)c1ccc(N2CCN(C(=O)c3ccc(-c4ccccc4)cc3)CC2)cc1	-1.0%	19.5	-28.5%	-13.5%	6.1%	-0.2%	-1.0%	23.3%	-7.2%	7.4%
COc1cc(/C=C(/C#N)C(=O)Nc2ccc(C)cc2)ccc1Oc1nc(Cl)ncc1F	0.0%	18.3	20.6%[46.1 µM]	3.7%	-4.5%	1.7%	-2.8%	-22.3%	-1.3%	6.3%
